CRFR2-BP antag: antagonists of CRF-binding protein/CRF-R2 receptor complex; HEK293 CRF-R2/CRF-BP, CRF-induced calcium fluorescence; inhibition, % at 11.8 µM; 350,000 compounds, 0.59% hits;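 active means inhibition of the ligand-induced calcium signal above about 50% at the single tested concentration, limit read from the data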
SUMO HTRF inh: SUMOylation inhibition | AID 2006 | HTRF SUMOylation assay, SAE1/SAE2 + UBC9, in vitro | P63279 | 290,000 compounds, 0.36% hits | inhibition, % at 35 µM; in the data active means inhibition above about 50%, passing the limit was not always enough; further: strong numbers were not always called active
pCIP destab: compounds decreasing mouse p/CIP protein stability; F442A p/CIP-EGFP cells, EGFP fluorescence, 16 h; decrease of EGFP signal, % at 10 µM; 290,000 compounds, 0.01% hits; AID 1984;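 active means EGFP signal decrease of at least 30% at 10 µM or well 3 SD below plate mean, unless failing retest; inactive means the rest, including hits failing retest or dose response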; further: some compounds called inactive have numbers as strong as hits; many of its hits are not listed in these tables
VIM-2 inh: inhibitors of Pseudomonas aeruginosa VIM-2 metallo-beta-lactamase | purified VIM-2, nitrocefin hydrolysis, epi-absorbance fluorescence | inhibition, % at 5.6 µM | 290,000 compounds, 0.89% hits | AID 1527;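 active means inhibition above the mean of all tested compounds plus 3 SD, cutoff set per screening run, cut at about 7.5% in these data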;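 further: red hydrolysis product quenches plate fluorescence so inhibitors raise well fluorescence; 0% = enzyme with DMSO and 100% = DMSO without enzyme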
IDE act: activators of human insulin-degrading enzyme in cells; P14735; HEK cells, FAbeta-B cleavage, fluorescence polarization; 0% vehicle, 100% cell-free pure enzyme wells; activation, % at 5.96 µM; 340,000 compounds, 0.073% hits; AID 493087;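 active means activation above the mean of all tested compounds plus 3 SD, set per screening campaign, cut at about 17% in these data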
Target sequence (P14735 whole entry, looked up): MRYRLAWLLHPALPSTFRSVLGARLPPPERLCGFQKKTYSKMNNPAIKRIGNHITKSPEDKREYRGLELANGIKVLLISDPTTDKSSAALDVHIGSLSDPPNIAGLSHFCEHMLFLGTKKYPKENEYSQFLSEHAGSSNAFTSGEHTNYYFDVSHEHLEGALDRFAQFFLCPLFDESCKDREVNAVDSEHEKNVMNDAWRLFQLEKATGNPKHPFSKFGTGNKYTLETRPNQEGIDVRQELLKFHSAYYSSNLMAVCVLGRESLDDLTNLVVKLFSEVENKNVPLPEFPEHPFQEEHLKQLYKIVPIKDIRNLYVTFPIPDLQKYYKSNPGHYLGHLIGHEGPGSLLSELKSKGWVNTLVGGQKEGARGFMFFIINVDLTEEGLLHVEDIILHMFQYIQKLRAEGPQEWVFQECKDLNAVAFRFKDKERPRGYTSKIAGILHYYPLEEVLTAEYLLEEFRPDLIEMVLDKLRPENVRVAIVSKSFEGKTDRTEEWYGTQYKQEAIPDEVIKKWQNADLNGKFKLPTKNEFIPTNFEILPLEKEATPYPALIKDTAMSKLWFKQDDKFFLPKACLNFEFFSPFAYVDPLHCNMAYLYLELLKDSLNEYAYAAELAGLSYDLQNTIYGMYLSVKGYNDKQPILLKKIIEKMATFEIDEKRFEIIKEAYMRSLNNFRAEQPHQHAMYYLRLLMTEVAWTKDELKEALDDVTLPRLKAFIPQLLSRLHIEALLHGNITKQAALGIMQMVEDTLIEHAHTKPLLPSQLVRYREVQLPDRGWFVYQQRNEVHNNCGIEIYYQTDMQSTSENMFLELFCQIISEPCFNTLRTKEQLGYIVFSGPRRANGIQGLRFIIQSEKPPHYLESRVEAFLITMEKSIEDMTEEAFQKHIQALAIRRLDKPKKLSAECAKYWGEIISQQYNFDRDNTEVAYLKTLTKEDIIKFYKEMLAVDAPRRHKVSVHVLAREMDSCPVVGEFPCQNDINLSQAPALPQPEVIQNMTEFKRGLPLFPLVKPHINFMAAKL
GalR3 antag: antagonists of human GalR3. O60755. HEK293 GalR3-CNG cAMP membrane potential fluorescence; galR3 body fused to GalR1 C-terminus. inhibition, % at 3 µM. 360,000 compounds, 0.44% hits. AID 651719;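 active means inhibition above the screen-wide average plus 3 SD, cut at about 13% in these data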;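 further: forskolin and galanin both at EC90 stimulate the cells; cAMP rise reported by CNG channel membrane potential dye signal; 0% = forskolin plus galanin with DMSO and 100% = forskolin alone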
NS3 helicase inh: inhibitors of Hepatitis C virus NS3 helicase. 290,000 compounds, 0.56% hits. NS3 helicase DNA unwinding, Cy5 molecular beacon fluorescence. inhibition, % at 10.9 µM;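 active means inhibition above the mean of all tested compounds plus 3 SD, set per campaign, cut at about 35% in these data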;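 further: 0% = DMSO wells and 100% = thioflavine S control wells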
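Test system: hepatitis C virus NS3 helicase domain fragment enzyme. Also added: annealed dual-labelled DNA beacon duplex, ATP-started. Timing: 60 min unwinding reaction at 25 °C after ATP addition. Technique: Cy5 fluorescence. Measure: % inhibition of unwinding.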
IDE cell inh: inhibitors of human insulin-degrading enzyme in cells. 320,000 compounds, 0.41% hits. AID 434962. HEK cells, FAbetaB cleavage, fluorescence polarization. inhibition, % at 5.59 µM;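 active means percent inhibition above the average of all tested compounds plus 3 SD, set per screening campaign, cut at about 16% in these data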;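 further: IDE supplied by intact live HEK cells; FP after avidin binding of uncleaved biotin substrate so inhibition keeps polarization high; 0% = DMSO wells and 100% = 60 µM reference IDE inhibitor Ii1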
IMP-1 inh: inhibitors of Pseudomonas aeruginosa IMP-1 metallo-beta-lactamase; 290,000 compounds, 0.45% hits; inhibition, % at 5.6 µM; purified IMP-1, nitrocefin hydrolysis, epi-absorbance fluorescence;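 active means inhibition above the mean plus 3 SD of all compounds in the same screening run, cut at about 4.5% in these data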;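 further: 0% = IMP-1 with DMSO and 100% = DMSO wells lacking enzyme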
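System: purified IMP-1; amount: IMP-1 0.2 nM before substrate addition; compound: single dose, 5.6 µM; times: 25 °C, 15 min preincubation, 25 min reaction; signal: Epi-absorbance via hydrolysed-nitrocefin quenching of white-plate fluorescence, 480/530 nm, EDTA stop; benchmarks: DMSO with and without IMP-1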
Active calls of the source: *; nt = no result given. Hits appear at their usual frequency (roughly 3.2% active in at least one column).

CRFR2-BP antag	SUMO HTRF inh	pCIP destab	VIM-2 inh	IDE act	GalR3 antag	NS3 helicase inh	IDE cell inh	IMP-1 inh	SMILES
17.5	-0.3	-4.4	-1.4	1.7	-4.3	-5.3	3.1	-5.3	CN(C)c1ccc(N2C(=O)CC(Sc3ccccc3C(=O)O)C2=O)cc1 (centres undefined)
-4.0	nt	nt	nt	-2.6	-6.8	nt	-0.7	nt	Clc1ccc2scc(CN3CCCC3)c2c1
3.8	2.6	-3.9	-1.5	9.4	-4.7	-3.3	2.3	1.2	CC12CCC(c3nnc(SCc4ccc(Cl)cc4)nc31)C2(C)C (centres undefined)
-2.7	-21.7	-9.2	-3.0	-5.9	-1.9	-34.4	5.1	-3.8	COc1ccc(NC(=S)N2CCC(c3nc4ccc(Cl)cc4[nH]3)CC2)c(OC)c1
12.3	-1.4	-1.0	-0.8	1.8	-7.2	5.0	3.8	-0.9	O=C(Cn1nc(Cl)nc1Cl)c1ccc([N+](=O)[O-])cc1
8.2	3.4	9.2	-2.7	2.7	-4.6	6.0	6.0	-3.0	CCCCOc1ccc(Cl)cc1CSc1nnc(CC)n1N
-12.5	-5.5	-2.4	-5.5	1.9	-4.8	-7.2	-2.4	-0.7	Nc1ccc(C(=O)OCC(=O)N2c3ccccc3Sc3ccccc32)cc1[N+](=O)[O-]
2.4	1.4	-6.7	-2.9	5.8	-5.9	-15.7	-0.9	-0.4	Cc1cc(C)n(-c2ccc(C(=O)NC3=NCCS3)cc2)n1
-21.4	-17.2	-6.2	-2.0	-1.7	2.7	-16.5	nt	-1.9	CCN1CCN(c2nc(SC)nc3sc4c(c23)CC(C)(C)OC4)CC1
-2.2	nt	nt	nt	0.5	-0.1	nt	4.4	nt	COC(=O)C[C@H]1c2cc(C(F)(F)F)ccc2S(=O)(=O)N1Cc1ccccc1
16.9	17.1	-10.3	-4.7	-1.0	-0.6	-10.9	5.1	-0.2	CC(=O)OCC1CCCC2=C(C)C(=O)CCC21COC(C)=O (centres undefined)
-14.5	-0.5	-3.4	-3.0	-3.9	-4.9	-0.5	1.5	-2.1	Cc1cccc2cc(C3CC(c4ccco4)=NN3S(=O)(=O)c3ccccc3)c(Cl)nc12 (centres undefined)
-10.9	10.8	-11.2	-1.3	2.3	1.5	-0.7	-0.1	-1.3	CCOc1ccc(N2CC(O)(c3ccc(F)cc3)[N+]3=C2CCCC3)cc1 (centres undefined)
-6.4	-4.6	-1.7	-0.8	4.1	-1.5	-3.3	-1.3	-0.5	Cc1ccc2c(c1)N(CC(=O)NCC(C)c1ccccc1)C(=O)c1cccnc1O2 (centres undefined)
14.8	-3.9	-9.1	-0.9	2.5	1.5	3.7	8.5	-0.8	C/C(CCc1ccccc1)=N\NC(=O)CC(=O)NCCc1ccccc1
6.9	1.9	-2.3	-2.6	4.5	-0.1	-6.2	0.7	-2.9	CCOC(=O)C(Cc1ccccc1)(NC(C)=O)C(=O)OCC
-9.9	10.8	-9.1	-2.7	7.4	-2.0	1.8	-2.1	-2.7	CCNC(=O)C/C(C)=N/NC(=O)C12CC3CC(CC(C3)C1)C2
6.9	7.3	-0.3	-2.8	-1.6	-5.3	-7.1	-0.7	-4.0	Cc1nnc(NC(=O)c2ccc(S(=O)(=O)N3CCOCC3)cc2)s1
-2.0	1.6	-9.6	-2.5	-0.1	4.8	-1.7	-9.3	-2.9	O=C(NCc1ccccn1)c1nc(-c2ccc(C(F)(F)F)cc2)no1
35.1	nt	nt	nt	-1.7	-6.7	nt	4.4	nt	Cc1ccccc1S(=O)(=O)N1[C@@H](c2ccc(Br)cc2)C(C(=O)O)=CC[C@H]1c1ccc(Cl)cc1
9.8	-11.3	-8.9	-1.9	0.2	-2.2	-3.6	-1.0	-0.5	CC(NC(=S)Nc1ccccc1OC(F)F)C(C)(C)C (centres undefined)
4.8	-3.1	-13.3	-6.2	5.6	-1.4	-2.6	-5.0	-3.6	O=C(CSCc1cnn(-c2ccccc2)c1-n1cccc1)NCc1ccccn1
4.3	-4.6	-0.8	-4.7	-3.8	-0.6	4.0	1.0	-5.5	CN(C)Cc1cc(CN(C)C)c(O)c(CCc2ccccc2)n1
-12.1	-2.9	-16.8	-3.7	nt	-7.2	-1.3	3.8	-1.3	CCN(CC)C(=O)CN(c1cccc(Br)c1)S(C)(=O)=O
18.5	15.6	-10.5	-0.8	-2.9	-7.4	6.1	-1.1	-2.5	Cc1ccc(-n2nc3c(c2NC(=O)c2ccc4c(c2)OCO4)CS(=O)(=O)C3)c(C)c1
-14.4	3.2	-7.5	-6.5	1.4	1.0	4.7	-1.1	-3.6	O=C(N/N=C/c1ccc(O)cc1)c1cccc(C(F)(F)F)c1
-5.2	nt	nt	nt	-0.1	-2.5	nt	-10.8	nt	CC(OC(=O)Cn1[nH]c(=O)c2ccccc2c1=O)C(=O)NC1(C#N)CCCCC1 (centres undefined)
-9.0	0.9	-9.3	-1.3	-6.7	2.1	3.1	3.3	-3.2	CCC(=O)Nc1nc(-c2ccc3c(c2)OCCO3)cs1
-31.3	2.1	9.3	0.5	-1.9	-2.4	-0.1	2.8	1.4	CCSC1(SCC)N=C(N)C2(C#N)C(c3ccc(F)cc3)C12C#N (centres undefined)
5.8	12.1	-7.3	-2.3	5.7	-7.1	-30.3	10.3	-2.2	CN(Cc1cn(C)nc1-c1ccc(Oc2ccccc2)cc1)Cc1cnc2ccccn12

Four entries from above, reformatted:
> CC(=O)OCC1CCCC2=C(C)C(=O)CCC21COC(C)=O (centres undefined)
  CRFR2-BP antag = 16.9
  SUMO HTRF inh = 17.1
  pCIP destab = -10.3
  VIM-2 inh = -4.7
  IDE act = -1.0
  GalR3 antag = -0.6
  NS3 helicase inh = -10.9
  IDE cell inh = 5.1
  IMP-1 inh = -0.2

> Cc1cccc2cc(C3CC(c4ccco4)=NN3S(=O)(=O)c3ccccc3)c(Cl)nc12 (centres undefined)
  CRFR2-BP antag = -14.5
  SUMO HTRF inh = -0.5
  pCIP destab = -3.4
  VIM-2 inh = -3.0
  IDE act = -3.9
  GalR3 antag = -4.9
  NS3 helicase inh = -0.5
  IDE cell inh = 1.5
  IMP-1 inh = -2.1

> CCOc1ccc(N2CC(O)(c3ccc(F)cc3)[N+]3=C2CCCC3)cc1 (centres undefined)
  CRFR2-BP antag = -10.9
  SUMO HTRF inh = 10.8
  pCIP destab = -11.2
  VIM-2 inh = -1.3
  IDE act = 2.3
  GalR3 antag = 1.5
  NS3 helicase inh = -0.7
  IDE cell inh = -0.1
  IMP-1 inh = -1.3

> Cc1ccc2c(c1)N(CC(=O)NCC(C)c1ccccc1)C(=O)c1cccnc1O2 (centres undefined)
  CRFR2-BP antag = -6.4
  SUMO HTRF inh = -4.6
  pCIP destab = -1.7
  VIM-2 inh = -0.8
  IDE act = 4.1
  GalR3 antag = -1.5
  NS3 helicase inh = -3.3
  IDE cell inh = -1.3
  IMP-1 inh = -0.5

The list goes on.
CRFR2-BP antag	SUMO HTRF inh	pCIP destab	VIM-2 inh	IDE act	GalR3 antag	NS3 helicase inh	IDE cell inh	IMP-1 inh	SMILES
-4.8	6.6	-7.5	2.3	2.5	1.6	-2.5	0.8	-0.5	COc1ccc(C)cc1Nc1nc(-c2c(C)[nH]c3ccccc23)cs1
-9.8	7.7	2.1	0.1	2.4	1.2	1.6	nt	-2.0	Cc1cccc(-n2c(CCN3C(=O)c4ccccc4C3=O)nc3ccccc3c2=O)n1
-1.2	13.4	1.2	-2.9	-2.9	-6.9	-1.7	3.8	-3.0	COc1ccc(CNC(=O)CSc2nc3ccc(C)cc3[nH]2)cc1
3.0	3.7	-8.2	0.8	3.4	-2.3	24.8	-3.9	-0.5	CC(C)(C)c1ccc(C(CC(=O)O)NS(=O)(=O)Cc2ccccc2)cc1 (centres undefined)
2.8	9.8	5.0	-1.0	3.9	-3.1	-4.6	0.9	-1.0	CCC(=O)Nc1cccc(NC(=O)c2ccc3c(c2)OCO3)c1
9.1	2.5	-6.4	-0.5	-5.3	-3.8	0.0	-4.2	-5.7	Nc1c(N2CCCCC2)c(=O)[nH]c(=O)n1-c1ccccc1
10.7	-15.4	-0.4	1.4	2.8	-4.6	-7.2	8.5	0.7	CCN1CCN(C(=O)CN(C)S(=O)(=O)c2ccc(OC)cc2)CC1
-10.7	-17.8	5.4	-3.1	-3.1	-3.9	-1.6	3.9	-2.1	CCc1ccc(NC(=O)Cn2nnc(-c3ccc(C)cc3-n3cnnn3)n2)cc1
14.1	nt	nt	nt	1.3	-2.9	nt	1.2	nt	CCn1nc(C(=O)NNS(=O)(=O)c2cc(/C=C/C(=O)O)cc(OC)c2OC)c2ccccc2c1=O
16.3	30.0	-7.6	0.3	2.6	-7.8	-10.4	-3.3	-1.7	CCc1ccc(Oc2coc3cc(O)ccc3c2=O)cc1
-10.6	-3.1	1.8	-3.4	5.6	-6.3	4.9	1.1	-2.4	CCOc1ccc(Cl)cc1CNc1nnnn1C
32.4	-1.2	9.4	-3.1	2.9	0.5	6.4	-0.3	-1.1	Cc1ccc(S(=O)(=O)N2CCOCC2)cc1C(=O)Nc1ccc(S(=O)(=O)Nc2nccs2)cc1
-4.4	3.1	-0.4	-3.2	2.5	-3.7	5.0	-3.5	5.4*	Cc1ccc(C(=O)NCCN(C)C)cc1C
-14.7	33.2	-1.4	-5.0	3.3	-3.9	1.2	-4.8	-3.3	CN1CCCc2cc(C=O)ccc21
9.3	9.4	-21.0	-3.6	-0.3	2.1	-1.4	-5.3	-3.5	COc1cccc2c1OCC(CN1CCN(C3CCCCC3)C(CCO)C1)=C2 (centres undefined)
-9.2	-13.8	-0.2	0.4	-0.2	3.0	0.3	5.6	-0.7	CCOC(=O)/C=c1\s/c(=C\c2ccccc2OC)c(=O)n1CC(=O)N1CCOCC1
1.5	nt	nt	nt	4.7	-5.0	nt	1.2	nt	Cn1cccc1C(=O)OCC(=O)c1c[nH]c2ccccc12
12.5	-7.6	11.0	-1.8	-2.3	1.7	8.1	6.0	2.1	O=C(NCCN=C1NS(=O)(=O)c2ccccc21)c1ccc(S(=O)(=O)N2CCOCC2)cc1
-4.8	-3.4	-1.5	-7.2	-1.6	0.2	-3.6	9.2	-2.0	Cc1nn(Cc2ccccc2)c(Cl)c1C(=O)NC(C)(C)C
-2.3	14.3	-14.2	22.1*	-2.3	-6.0	-2.1	0.7	-0.9	CCN(CC)CCCNC(=O)c1cc2c(Cl)nc3ccccc3c2s1
-19.1	12.9	-3.5	4.4	7.1	-1.6	-1.8	-5.9	-2.3	CN(C)/C=N/c1nc2ncc(-c3ccc(Cl)cc3)c(/N=C/N(C)C)n2n1
8.5	-1.3	-5.9	-4.4	3.8	-2.8	7.7	3.7	-2.7	CC(=O)NCC(=O)OCC(=O)c1ccc(Cl)cc1
-3.6	1.4	4.0	0.7	3.0	-2.9	-6.4	1.3	0.1	COc1ccc(CCC(=O)Nc2cccc(S(=O)(=O)N(C)C)c2)cc1OC
20.8	-24.9	-8.2	1.2	1.4	-1.6	-12.6	-6.2	-2.8	O=C(CCCC(=O)OCC(Cl)=C(Cl)Cl)Nc1cccc2ccccc12
-30.8	-9.8	7.6	-2.9	6.3	-2.3	9.7	-0.9	-4.6	Cc1nn(-c2ccccc2)c(N2CCCC2)c1/C=C1\N=C(c2ccccc2)OC1=O
